NFkB transloc inh = blocks IL-1B driven NFkB nuclear translocation in HUVEC cells; HUVEC IL-1B NFkB p65 nuclear translocation imaging; inhibition, % at 2 µM; 0.43% of 94,000 active; AID 796;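 active = inhibition above about 30% together with a positive call from visual inspection of the well image, limit read from the data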;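 note: nuclear over cytoplasmic p65 intensity ratio measured by imaging; 0% = IL-1B stimulated DMSO wells and 100% = unstimulated DMSO wells; values of inactives mirror those of a sister screen read the other way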
PLAP inhibition = inhibition of human placental alkaline phosphatase – biochemical, luminescence, HTS (AID 690); one-dose inhibition, % at 20 µM; IC50 in µM for titrated hits; purified PLAP, luminescent substrate; higher % means a stronger effect; 0.08% of 96,000 active; in the data active = a potency from the dose series; inactive = the rest, 99 in 100 with inhibition below about 30%; note: strong numbers were not always called active
Bcl-B displacement = displacers of TR3 peptide from Bcl-B, primary screen, selectivity assay for Bfl-1 inhibitor project, biochemical, fluorescence polarization; FP displacement of FITC-TR3 peptide from Bcl-B; higher % means a stronger effect; one-dose displacement, % at 20 µM; IC50 in µM for titrated hits; 0.11% of 96,000 active; AID 748;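 active = displacement above 50% at 20 µM plus a fluorescence interference ratio under 1.5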;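 note: plate controls were wells without compound for no effect and wells lacking Bcl-B protein for full effect; a part of the inactive calls stands beside numbers as strong as those of hits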
IL1B NFkB pot = enhances IL-1B driven NFkB nuclear translocation | HUVEC IL-1B NFkB p65 nuclear translocation imaging | activation, % at 2 µM | 0.3% of 94,000 active;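 active = activation above 40%, about the mean plus 3 SD, also judged a hit on visual image review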;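 note: percent activation is computed from the nuclear over cytoplasmic p65 intensity ratio; values of inactives mirror those of a sister screen read the other way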
MRP reversal = MRP-mediated drug resistance reversal | H69AR cells + 2 uM doxorubicin, CellTiter-Glo, 72 h | differential viability (reversal), % at 10 µM | 0.04% of 85,000 active | AID 602;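 active = viability drop by adding the cancer drug above about 55%, with treated viability meeting a 40% cutoff, limit read from the data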;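 note: viability without doxorubicin minus viability with 2 µM doxorubicin for each compound; larger differential means the compound sensitizes cells more to doxorubicin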
MRP reversal cytotoxicity = second read-out of MRP reversal, no call of its own (marks repeat the call); viability, %; H69AR cells, CellTiter-Glo, 72 h; measured here: cytotoxicity without doxorubicin
MRP reversal with doxorubicin = further read-out of MRP reversal, marked with its call; viability, %; measured here: viability with 2 uM doxorubicin; stronger effect = lower value
NFkB transloc inh cell count 2 µM = recorded beside NFkB transloc inh, whose call it bears; cell count; measured here: cells passing quality filter;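 raw number of nuclei counted in each imaged well without normalization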
IL1B NFkB pot cell count 2 µM = second read-out of IL1B NFkB pot, no call of its own (marks repeat the call); cell count; measured here: cells passing quality filter
* hit, by the source's call; / = not tested or not shown.

SMILES	NFkB transloc inh	NFkB transloc inh cell count 2 µM	PLAP inhibition	Bcl-B displacement	IL1B NFkB pot	IL1B NFkB pot cell count 2 µM	MRP reversal	MRP reversal cytotoxicity	MRP reversal with doxorubicin
Cc1nnc(SCCC(=O)Nc2ccc(F)cc2)s1	-15.7	184	-17.4%	-3.7%	15.7	184	0.8	84.7	83.8
CC(=O)NC1=NN(C(C)=O)C(C)(c2ccc(Cl)s2)S1 (stereo not given)	0.1	157	/	/	-0.1	157	-18.5	17.3	35.8
COc1ccccc1-c1nc(-c2ccccn2)no1	16.7	177	18.0%	-9.5%	-16.7	177	-4.0	39.7	43.6
N#Cc1c2n(cnc1=O)CCCCC2	-14.5	71	-5.6%	-9.6%	14.5	71	13.0	104.7	91.7
CC1CN(c2nn3c(=O)c4ccccc4nc3c3ccccc23)CC(C)O1 (stereo not given)	-5.0	106	-46.1%	0.0%	5.0	106	14.0	73.7	59.8
O=S(=O)(/C=C/c1ccccc1)Nc1ccc(N2CCOCC2)cc1	-3.2	198	-31.4%	-6.0%	3.2	198	5.1	88.8	83.7
C=CCn1c2ccccc2c2nnc(SC(CC)C(=O)Nc3sc4c(c3C#N)CCCC4)nc21 (stereo not given)	16.2	144	-55.0%	-0.3%	-16.2	144	/	/	/
Cc1ccccc1NC(=O)NCc1ccco1	0.7	158	-26.9%	-3.3%	-0.7	158	4.9	99.6	94.7
COc1ccc2nc(COC(=O)c3ccco3)c(C(C)=O)[n+]([O-])c2c1	12.1	117	2.2%	10.7%	-12.1	117	14.9	95.7	80.8
Nc1nc(CN2CCc3ccccc3C2)nc(Nc2ccccc2)n1	-5.2	131	-54.9%	-6.6%	5.2	131	13.4	86.1	72.7
COc1ccc(C=C(c2ccc(OC)cc2)c2ccc(OC)cc2)cc1	-14.8	186	10.4%	7.3%	14.8	186	6.1	98.6	92.5
CCCCSc1nc(O)c(C2OC(=O)c3c2ccc(OC)c3OC)c(=O)n1-c1ccccc1 (stereo not given)	-26.5	171	-87.5%	13.2%	26.5	171	6.9	96.5	89.6
O=C(CN1C(=O)C2C3C=CC(C3)C2C1=O)N1CC=C(c2ccccc2)CC1 (stereo not given)	1.9	117	-31.0%	8.8%	-1.9	117	-2.2	90.3	92.6
C=CCNC(=O)c1scc2c1CCCC2	/	/	-14.6%	-8.9%	/	/	/	/	/
N=c1cc(C2(O)CCCCC2)n2c(nc3ccccc32)s1	1.6	47	11.9%	1.5%	-1.6	47	-23.2	6.8	30.0
Cc1ccc(NC(=O)Nc2cccs2)c(Cl)c1	-3.7	175	-0.9%	/	3.7	175	0.4	106.1	105.7
N#CC(C(=O)NC1CCCCC1)c1nc2ccccc2nc1N1CCN(c2ccc(F)cc2)CC1 (stereo not given)	-10.3	177	-31.1%	49.0%	10.3	177	-15.6	50.6	66.2
CCOC(=O)C1=C(c2ccccc2)N2CCS(=O)(=O)N=C2S1	4.6	152	19.2%	-8.9%	-4.6	152	9.0	88.9	80.0
O=C(NCc1ccco1)c1cc(C(=O)C2CCCCC2)c[nH]1	-9.8	135	15.7%	1.8%	9.8	135	/	/	/
COCCNC(=O)COc1ccccc1Cl	-2.6	183	12.0%	-0.1%	2.6	183	9.0	100.5	91.5
CC(C)CC(c1nnnn1Cc1ccccc1)N1CCC(C(N)=O)CC1 (stereo not given)	-58.0	103	/	/	58.0*	103*	10.2	92.8	82.6
COc1ccccc1CNc1nc2nc(C)c(Cl)c(=O)n2[nH]1	17.0	64	-2.5%	-2.9%	-17.0	64	-14.4	86.8	101.2
COc1ccccc1N1CCN(S(=O)(=O)CC23CCC(CC2=O)C3(C)C)CC1 (stereo not given)	2.6	139	-58.0%	-7.6%	-2.6	139	0.3	83.1	82.8
Cn1cnnc1SCC(=O)OCN1C(=O)c2ccccc2C1=O	/	/	18.4%	-5.2%	/	/	8.7	95.1	86.4
Cc1ncoc1C(=O)Nc1cccc(Cl)c1	19.5	90	-7.1%	-2.2%	-19.5	90	5.1	86.8	81.7
O=C(Nc1ccccn1)c1c(O)c2cccc3c2n(c1=O)CCC3	-0.1	79	-47.9%	-1.0%	0.1	79	-11.0	34.9	45.9
COc1ccc(-c2ccc(CCC(=O)O)n2C(C)C)cc1	-13.8	152	-25.1%	-7.6%	13.8	152	/	/	/
Cc1cc(C)c(NC(=O)CS(=O)CC(=O)N2CCN(c3ccccc3)CC2)c(C)c1 (stereo not given)	-11.7	123	-39.8%	-6.6%	11.7	123	2.0	107.4	105.3
CNc1nc(Oc2ccc(=O)n(C)n2)nc(N2CCOCC2)n1	4.6	136	6.2%	0.0%	-4.6	136	/	/	/
CCOC(=O)c1cc2c(=O)n3ccccc3nc2n(Cc2ccccc2Cl)c1=N	/	/	-25.6%	58.3%	/	/	-25.7	44.2	69.9
CNCC(O)COc1ccccc1 (stereo not given)	-14.0	195	33.3%	5.8%	14.0	195	3.4	101.5	98.0
CC(=O)C(C)Oc1ccc2c3c(c(=O)oc2c1)CCCC3 (stereo not given)	-8.3	184	9.3%	-5.4%	8.3	184	13.0	83.4	70.4
O=C(Nc1ccc(NC(=S)NC(=O)C(c2ccccc2)c2ccccc2)cc1)c1ccccc1	6.4	200	/	/	-6.4	200	/	/	/
NC(N)=N/N=C/c1ccc(OCc2ccccc2Cl)cc1	-11.3	141	-10.5%	-8.7%	10.6	150	/	/	/
Cc1cc(=O)oc2c(C(=O)/C=C/c3ccccc3)c(O)ccc12	-6.2	167	-4.3%	-9.7%	6.2	167	/	/	/
CCCCn1c(C)cc2cc(O)ccc21	/	/	5.2%	-22.9%	/	/	15.2	99.3	84.1
CCCSc1nnc(-c2ccccc2NC(=O)CC)c(=O)[nH]1	-16.2	136	16.3%	-4.6%	16.2	136	7.4	99.8	92.3
CCOCCCNC(=O)CCCn1nc(C)n2c(cc3sccc32)c1=O	-7.3	192	-44.0%	4.8%	7.2	192	11.0	87.2	76.2
CCN1C(=O)C2(C(C#N)=C(N)Oc3cc(C)oc(=O)c32)c2ccccc21 (stereo not given)	-19.2	55	2.6%	-4.9%	19.2	55	1.3	99.3	98.1
C=Cn1ccnc1P(=S)(c1ccc2c(c1)c1ccccc1n2CC)c1nccn1C=C	-7.0	207	-70.7%	1.1%	7.0	207	-39.8	13.4	53.2
CNC(=O)CSc1nnc(-c2cccnc2)n1CCc1ccccc1	0.4	143	7.2%	-4.2%	-0.4	143	12.0	98.4	86.4
C=CCN(CC=C)C(=O)C1CC(=O)N(c2ccc(Br)cc2)C1 (stereo not given)	0.4	198	-67.7%	-11.6%	-0.4	198	9.2	84.6	75.4
CCOC(=O)C1CCN(C(=O)C2CCN(S(=O)(=O)c3cc(Cl)ccc3Cl)CC2)CC1	0.5	124	-65.1%	3.7%	-0.5	124	-10.5	64.6	75.1
c1ccc(Cc2nnc3sc(-c4ccncc4)nn23)cc1	-15.7	132	12.1%	0.0%	15.7	132	-8.5	87.9	96.4
CC(=O)Nc1cccc(N2C(=O)CCC2=O)c1	-4.0	165	0.2%	-7.5%	4.0	165	-2.0	108.0	110.0
CCOc1cc(C(=O)N2CCN(C/C=C/c3ccccc3)CC2)cc(OCC)c1OCC	-8.1	158	-55.6%	-14.6%	8.1	158	23.0	54.0	30.9
CCOC(=O)c1c(C)nc2sc3c(=O)n(-c4ccc(C(C)=O)cc4)cnc3c2c1-c1ccc(OC)cc1	8.9	136	-41.5%	-4.2%	-8.9	136	/	/	/
CCCN1C(=O)c2ccccc2NC1c1ccc(OC)cc1OC (stereo not given)	-20.9	138	1.4%	3.4%	20.9	138	6.8	104.2	97.4
CCOC(=O)c1cc(CNC(=O)c2c(C)oc3c2CCCC3)c(C)o1	4.8	183	-32.2%	-9.5%	-4.8	183	-11.1	81.9	93.0
Cn1c(CCN2CCCCC2)nc2cc(NS(=O)(=O)c3ccc(Cl)cc3)ccc21	/	/	-54.2%	0.9%	/	/	-23.0	9.8	32.8
Cc1ccccc1NC(=O)C1CCCN(S(=O)(=O)c2c(C)noc2C)C1 (stereo not given)	5.5	168	7.8%	-2.6%	-5.5	168	/	/	/
O=C(CSc1nc2ccccc2c(=O)n1C1CC1)NCc1ccccc1	3.0	190	8.6%	-0.1%	-3.0	190	-3.5	82.5	86.1
CCC(Cc1ccccc1)NC(=O)CCn1cccc1 (stereo not given)	-8.6	167	-7.9%	4.7%	8.5	167	-12.2	96.7	108.9
O=C(Oc1ccc2c(c1)OCO2)c1cccs1	2.2	107	19.4%	-15.5%	-2.2	107	-11.4	98.0	109.3
CS(=O)(=O)N(CC(=O)N1CCN(c2ccc(F)cc2)CC1)C1CCCCC1	-14.8	62	-2.5%	-1.0%	14.8	62	-10.1	92.0	102.1
CC(C)(C)NS(=O)(=O)c1ccc(OCC(=O)Nc2ccc3c(c2)OCCO3)cc1	/	/	10.3%	1.5%	/	/	0.7	88.1	87.4
CN(C)S(=O)(=O)c1cccc2nsnc12	/	/	14.5%	10.8%	/	/	-8.9	92.1	101.0
CC1=NC(C(F)(F)F)(C(F)(F)F)C2=C(CC(C)(C)CC2=O)N1Cc1ccco1	-2.4	182	-18.9%	4.6%	2.4	182	4.8	87.8	83.0
CCOc1ccc(-c2nnc(SCC(=O)Nc3ccc4c(c3)c3ccccc3n4CC)n2N)cc1	-12.3	216	-0.8%	-3.9%	12.3	216	/	/	/
Cc1ccc(C(=O)NCCSc2ccc(Cl)cc2)cc1[N+](=O)[O-]	-6.2	217	/	-11.4%	6.2	217	/	/	/

Retrieved by structure from above (five):
SMILES	NFkB transloc inh	NFkB transloc inh cell count 2 µM	PLAP inhibition	Bcl-B displacement	IL1B NFkB pot	IL1B NFkB pot cell count 2 µM	MRP reversal	MRP reversal cytotoxicity	MRP reversal with doxorubicin
Cn1c(CCN2CCCCC2)nc2cc(NS(=O)(=O)c3ccc(Cl)cc3)ccc21	/	/	-54.2%	0.9%	/	/	-23.0	9.8	32.8
CCOc1ccc(-c2nnc(SCC(=O)Nc3ccc4c(c3)c3ccccc3n4CC)n2N)cc1	-12.3	216	-0.8%	-3.9%	12.3	216	/	/	/
O=C(Oc1ccc2c(c1)OCO2)c1cccs1	2.2	107	19.4%	-15.5%	-2.2	107	-11.4	98.0	109.3
CNC(=O)CSc1nnc(-c2cccnc2)n1CCc1ccccc1	0.4	143	7.2%	-4.2%	-0.4	143	12.0	98.4	86.4
CCOC(=O)c1cc(CNC(=O)c2c(C)oc3c2CCCC3)c(C)o1	4.8	183	-32.2%	-9.5%	-4.8	183	-11.1	81.9	93.0

Further structures:
SMILES	NFkB transloc inh	NFkB transloc inh cell count 2 µM	PLAP inhibition	Bcl-B displacement	IL1B NFkB pot	IL1B NFkB pot cell count 2 µM	MRP reversal	MRP reversal cytotoxicity	MRP reversal with doxorubicin
CCCCN(CCCC)CP(=O)(c1ccccc1)c1ccccc1	-3.7	116	-33.5%	11.7%	3.7	116	-0.3	73.8	74.1
COCCn1c(C)cc(C(=O)CSc2ccc3ccccc3n2)c1C	23.9	145	-35.5%	-0.5%	-23.9	145	/	/	/
CCCOc1ccc(/C=N/NC(=O)C2CCCN2S(=O)(=O)c2ccc(Cl)cc2)cc1 (stereo not given)	-19.5	137	7.8%	-14.6%	19.5	137	/	/	/
CC(=O)c1c(C)[nH]c(C(=O)CSc2nnc(-c3ccco3)n2Cc2ccccc2)c1C	/	/	-56.9%	5.0%	/	/	-27.9	39.1	67.1

Three of the entries above in order of the Bcl-B displacement value, descending:
compound	Bcl-B displacement
CC(=O)c1c(C)[nH]c(C(=O)CSc2nnc(-c3ccco3)n2Cc2ccccc2)c1C	5.0%
COCCn1c(C)cc(C(=O)CSc2ccc3ccccc3n2)c1C	-0.5%
CCCOc1ccc(/C=N/NC(=O)C2CCCN2S(=O)(=O)c2ccc(Cl)cc2)cc1 (stereo not given)	-14.6%

Source: PubChem

A portion of the library; rates above refer to the full screens.
